Screening results (PubChem)
aGlu spleen mod: lysosomal alpha-glucosidase (human) modulation; AID 2112; P10253; actives 0.006% (n = 240,000); human spleen homogenate, 4-MU-alpha-glucoside fluorescence; Potency, µM (titrated, usually from 79.9 µM), for the others: top-dose activity change, negative = inhibition, usual class: inhibitors;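 further: 0% = enzyme with vehicle and -100% = no enzyme basal signal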
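Compounds were titrated against alpha-glucosidase in spleen homogenate at pH 5.0, with 1 mM 4-methylumbelliferyl substrate for 40 min at 37 C. Reactions were quenched with pH 10 NaOH/glycine and fluorescence measured.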
GAA glycogen: alters human alpha-glucosidase cleavage of glycogen. P10253. recombinant GAA, glycogen substrate, Amplex Red glucose oxidase fluorescence. Potency, µM (doses to about 76.4 µM), inactives show at the top dose activity change, negative = inhibition, actives largely listed as inhibitors. actives 0.38% (n = 300,000). AID 2100;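 further: 0% = full enzyme reaction and -100% = no-enzyme basal signal; the screen sought inhibitors and activators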
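Recombinant enzyme (4 nM final) with compounds titrated up to 77 uM and bovine liver glycogen (30 ug) in citrate pH 5.0, 0.01% Tween-20, 37 C 40 min. Released glucose detected by Amplex Red/glucose oxidase (Ex 573/Em 610); AC50 from Hill fits.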
GAA inhib: alpha-glucosidase (human) inhibition; Potency, µM (top dose mostly 76.9 µM), without a hit: at the highest dose activity change, negative = inhibition, most hits filed as inhibitors; AID 1466; purified human GAA, 4-MU-alpha-glucoside fluorescence; P10253; actives 0.005% (n = 200,000);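 further: plate controls were uninhibited enzyme wells for no effect and no-enzyme background for full effect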
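Endpoint fluorogenic read: 20 min room-temperature reaction of 4 nM human alpha-glucosidase with 400 uM 4-methylumbelliferyl-alpha-D-pyranoside, pH 5.0, quenched with 1M NaOH/1M glycine pH 10. AC50 from Hill modeling.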
TR SRC2 fluor cs: Texas Red fluorescence interference in TRb-SRC2 counter-screen | TRb/SRC2 Texas Red total fluorescence interference | Potency, µM (doses to about 106 µM), without a hit: top-dose fluorescence change, negative = quenching | actives 0.29% (n = 280,000) | AID 1479; active means well fitted curve in either direction with a large enough effect; inconclusive means small, poorly fitted or top-dose-only effect
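Human TRb ligand-binding domain at 0.6 uM with 20 nM Texas Red SRC2 peptide in Tris buffer containing 1 uM T3 and 5% DMSO, incubated with compound 5 h at ambient temperature. Total fluorescence (555/632 nm) calculated as parallel + 2 × perpendicular.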
TRb-SRC2 inh: inhibitors of human thyroid hormone receptor beta-SRC2 interaction; P10828; TRbeta-SRC2 peptide binding, fluorescence polarization; receptor liganded with 1 µM T3; Potency, µM (top dose mostly 106 µM), without a hit: at the highest dose activity change, negative = inhibition, usual class: inhibitors; actives 0.065% (n = 280,000);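 further: plate controls were bound peptide for no effect and peptide without receptor for full effect; nearly all actives have a fitted effect of over 50% in size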
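Fluorescence polarization of 20 nM Texas Red SRC2 peptide with 0.6 uM human TRb ligand-binding domain, in Tris buffer with 1uM T3 and 5% DMSO. Incubated 5 hr ambient; normalized to unbound and bound controls.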
L3MBTL1 block: inhibitors of human L3MBTL1. AlphaScreen L3MBTL1–H3K9me1 peptide binding. AID 485360. Potency, µM (titrated, usually from 57.1 µM), inactives show at the top dose activity, negative = inhibition, hits mostly inhibitors. actives 0.66% (n = 230,000); further: nearly all actives have a fitted effect of over 60% in size
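AlphaScreen proximity signal between nickel-chelate acceptor and streptavidin donor beads (final 10 ug/mL) reports binding of 50 nM L3MBTL1 to 75 nM biotin-H3 K9me1 peptide; complex incubated with compounds 30 min at room temperature; cefsulodin titration as control.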
RECQ1 helicase: RECQ1 (human) helicase inhibition; P46063; RECQ1 DNA unwinding, red fluorescence kinetic read; Potency, µM (series often up to 57.3 µM), inactives show at the highest dose activity, negative = inhibition, hits mostly inhibitors; actives 0.54% (n = 240,000); AID 2549;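 further: plate controls were vehicle for no effect and no enzyme for full effect; nearly all actives have a fitted effect of over 30% in size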
Target sequence (P46063 whole entry, looked up): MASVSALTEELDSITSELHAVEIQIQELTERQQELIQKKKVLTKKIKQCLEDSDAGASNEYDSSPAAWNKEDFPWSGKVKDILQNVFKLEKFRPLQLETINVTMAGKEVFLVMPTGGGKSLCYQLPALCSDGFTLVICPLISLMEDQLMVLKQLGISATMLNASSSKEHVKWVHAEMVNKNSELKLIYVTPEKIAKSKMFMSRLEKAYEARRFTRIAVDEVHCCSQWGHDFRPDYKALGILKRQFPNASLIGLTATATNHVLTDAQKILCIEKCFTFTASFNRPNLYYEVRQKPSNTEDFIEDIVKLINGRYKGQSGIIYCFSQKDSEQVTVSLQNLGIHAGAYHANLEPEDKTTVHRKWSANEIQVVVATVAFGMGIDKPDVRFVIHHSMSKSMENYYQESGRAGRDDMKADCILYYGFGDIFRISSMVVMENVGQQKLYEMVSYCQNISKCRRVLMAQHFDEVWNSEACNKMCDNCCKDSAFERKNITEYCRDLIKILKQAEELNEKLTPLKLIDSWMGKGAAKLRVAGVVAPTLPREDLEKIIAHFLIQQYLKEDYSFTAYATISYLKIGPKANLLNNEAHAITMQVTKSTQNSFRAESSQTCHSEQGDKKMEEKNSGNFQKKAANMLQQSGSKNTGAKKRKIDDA
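50 nM RECQ1T1 preincubated 15 min with compound in Tris pH 8.0 buffer with MgCl2, DTT, Tween-20 and 2.5 ug/ml poly(dI-dC); started with 200 nM TAMRA/BHQ-2 forked duplex and 2 mM ATP. Unwinding read as fluorescence (525/598 nm), two reads 2 h apart.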
RGS12 GoLoco inh: RGS12 GoLoco-Gai1 interaction inhibition; Potency, µM (titrated, usually from 61.6 µM), without a hit: at the highest dose activity, negative = inhibition, actives largely listed as inhibitors; actives 0.44% (n = 230,000); Gai1:RGS12 GoLoco peptide FP, rhodamine, 10 min; P63096; active means well fitted inhibition curve with a large enough effect, not every such curve was filed as active; inactive means no such curve, though single readings can be large or run the other way; further: nearly all actives have a fitted effect of over 30% in size; many of its hits are not listed in these tables
Target sequence (P63096 whole entry, looked up): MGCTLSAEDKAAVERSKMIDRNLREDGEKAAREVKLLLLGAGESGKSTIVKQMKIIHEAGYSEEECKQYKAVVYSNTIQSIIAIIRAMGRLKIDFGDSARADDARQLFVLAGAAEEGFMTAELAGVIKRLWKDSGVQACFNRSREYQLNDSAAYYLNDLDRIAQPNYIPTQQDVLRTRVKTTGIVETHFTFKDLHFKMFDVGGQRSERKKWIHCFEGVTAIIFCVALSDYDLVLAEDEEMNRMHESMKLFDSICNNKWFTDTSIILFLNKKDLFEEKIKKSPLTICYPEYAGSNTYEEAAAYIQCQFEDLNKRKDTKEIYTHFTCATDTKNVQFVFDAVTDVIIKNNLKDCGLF
Active calls of the source: *; i = inactive; ? = inconclusive; nt = no result given; & = joins results of further samples; [ ] = dose if it differs, or a comment. Unless noted, the call rests on the fitted dose curve; in most records, active means well fitted curve in the direction sought with a large enough effect; inconclusive means small, poorly fitted or top-dose-only effect, or another doubt; inactive means no such curve, though single readings can be large; an effect the other way counts as inactive or inconclusive. Unless noted, on the % scale 0 is the no-effect control and ±100 the full control effect; potency means the concentration at half of the fitted maximal effect. These rows are one share of the data, so the mix of outcomes need not match the whole.

Molecule | aGlu spleen mod | TR SRC2 fluor cs | GAA glycogen | TRb-SRC2 inh | RGS12 GoLoco inh | RECQ1 helicase | L3MBTL1 block | GAA inhib
C=CCNC(=O)C(C#N)c1nc2ccccc2nc1N1CCCCCC1 (centres undefined) | 9% | -2% | -26% | 1% | 7% | i | 3% | 13%
O=C(Nc1cnn(Cc2ccc(F)cc2)c1)c1cc(-c2ccco2)on1 | 1% | 1% | -1% | -4% | 6% | -8% | nt | -2%
Cc1ccc(NC(=O)C2C(c3ccccc3)C2(Cl)Cl)c(C)c1 (centres undefined) | 5% | -2% | -3% | -2% | -4% | -13% | nt | 0%
Cc1ccccc1NC(=O)Cc1cn(C)c2ccccc12 | -3% | -3% | -1% | 5% | 6% | -2% | nt | -5%
COc1ccccc1CN1CCSCC1 | 0% | 1% | 8% | 2% | 8% | -4% | nt | 3%
N#CCSc1nc(Nc2ccc3c(c2)OCO3)c2ccccc2n1 | -6% | -4% | 2% | 6% | 3% | -15% | -1% | ?
CC(=O)c1cn(CC(=O)Nc2ccccc2)c2ccccc12 | -1% | 0% | -3% | -3% | 8% | 3% | 12% | -3%
Cc1cc(-c2ccco2)n2c(nc3ccccc32)c1C#N | -2% | -1% | -4% | -13% | 41%[activator] | -9% | 13% | -5%
COc1ccc(NC(=O)Cn2nnc(-c3ccccc3F)n2)cc1Cl | -5% | -5% | 3% | -1% | -4% | i | 6% | -9%
CC(=O)Nc1ccc(C(=O)OCC(=O)N(C)C2CCCCC2)cc1 | 6% | -1% | -14% | 2% | 2% | -6% | -1% | 5%
N#Cc1cc2c(nc1SCC(O)CS(=O)(=O)Cc1ccccc1)CCCC2 (centres undefined) | -15% | -1% | -2% | -2% | 1% | -2% | nt | -5%
C[C@H]1C2=C3C(CC[C@H]4C(OCc5ccc(F)cc5C(F)(F)F)OC[C@](C)([C@@H]34)N(C(=O)OC(C)(C)C)C2)C2COC(=O)OCC21 (some centres undefined) | -14% | -7% | nt | 7% | 1% | -5% | nt | nt
O=C(c1ccccc1Oc1ccc(C(F)(F)F)cc1[N+](=O)[O-])N1CCOCC1 | 6% | -7% | 5% | 3% | -7% | -9% | 2% | -12%
O=C(Nc1ccc2c(c1)OCCO2)c1cccnc1Oc1ccccc1 | 5% | 0% | -8% | 1% | 22% | -7% | 5% | nt
CCCS(=O)(=O)C(=C1Nc2ccccc2N1)S(=O)(=O)CCC | -22% | -1% | 4% | -18% | 2% | -10% | -10% | ?
CC(NS(=O)(=O)c1ccc(Cl)cc1)C(=O)NCCC1=CCCCC1 (centres undefined) | -6% | -1% | 15% | -5% | 2% | -9% | -4% | 2%
CCCCCCC1/C(=N/O)CCC1C(=O)OC (centres undefined) | -7% | -1% | 2% | 4% | 3% | -20% | 9% | -2%
Cn1nc(C(F)(F)F)c(-c2ccccc2)c1NC(=O)CCC(=O)O | -1% | -1% | 7% | 5% | 6% | -5% | 1% | -1%
COc1cccc(C(=O)N(Cc2cccs2)C2CCS(=O)(=O)C2)c1 (centres undefined) | -4% | 1% | 1% | 0% | -1% | 12% | 0% | nt
CSc1nsc(SC)c1NC(=O)OC1CCCCC1 | 2% | -1% | 3% | 1% | -5% | -2% | nt | 2%
S=c1c2c(nc3nc[nH]n13)CCC2 | -9% | -2% | 14% | 9% | -16% | -6% | 5% | nt
Cc1cc(Cl)ccc1OCC(=O)Nc1ccccc1NS(=O)(=O)c1cccs1 | 3% | 4% | -3% | 1% | -5% | 2% | nt | nt
O=C(NN=C1CCCCCCCCCCC1)c1ccncc1 | -1% | -1% | ? | -21% | -12% | -11% | nt | 0%
CC(/C=N/n1c(-c2cccnc2)n[nH]c1=S)=C\c1ccccc1 | -10% | 0% | -11% | -5% | -7% | -5% | -5% | ?
CN(/N=C/c1ccc(Cl)cc1Cl)c1ncc(Cl)cc1C(F)(F)F | 5% | -1% | -7% | 0% | -1% | -11% | 11% | 5%
CCN1CCC[C@H]1CNC(=O)c1c(O)c(Cl)cc(Cl)c1OC | 9%&-1%&5%&-4% | 2%&0%&-4%&-1% | -5% | -1%&-6%&-5%&-1% | -6%&-7%&-5%&-1% | -1%&-1% | nt | -2%[15.4 µM]
CCCCC(=O)NC1(C(F)(F)F)C(=O)N(Cc2ccco2)C(C)=C1C(=O)OC (centres undefined) | -4% | 1% | 1% | -5% | -6% | -3% | nt | 0%
CC(C)CC(=O)N/N=C/c1c(N)n(C)c(=O)n(C)c1=O | 8% | -4% | 5% | 4% | 6% | -10% | 7% | nt
Cc1ccc(N(C(=O)c2ccc(S(=O)(=O)N3CCOCC3)cc2)C2C=CS(=O)(=O)C2)cc1C (centres undefined) | -3% | -1% | -12% | 11% | 4% | i | nt | -10%
CC[C@H](C)[C@H](NC(=O)[C@H](CC(=O)O)NC(=O)[C@H](CC(C)C)NC(=O)[C@H](Cc1cnc[nH]1)NC(=O)[C@H](C)NC(=O)[C@H](Cc1ccccc1)NC(=O)[C@H](Cc1ccc(O)cc1)NC(=O)[C@@H](NC(=O)[C@H](C)NC(=O)[C@H](CCC(=O)O)NC(=O)[C@H](CCCCN)NC(=O)[C@H](CC(=O)O)NC(=O)[C@H](CCSC)NC(=O)[C@H](CC(C)C)NC(C)=O)C(C)C)C(=O)N[C@H](C(=O)N[C@@H](Cc1c[nH]c2ccccc12)C(=O)O)[C@@H](C)CC | -13% | -2% | nt | 8% | nt | -19% | nt | nt
COc1ccc(Cc2nc3ccccc3n2C)cc1 | 1% | -2% | -15% | 3% | 2% | -12% | nt | 0%
COc1ccc(CCNC(=O)c2cnn3c(C(F)F)cc(C)nc23)cc1OC | 3% | -4% | 1% | 5% | 6% | -7% | nt | -7%

Molecules shown so far that contain a COOH group (2):
Molecule | aGlu spleen mod | TR SRC2 fluor cs | GAA glycogen | TRb-SRC2 inh | RGS12 GoLoco inh | RECQ1 helicase | L3MBTL1 block | GAA inhib
Cn1nc(C(F)(F)F)c(-c2ccccc2)c1NC(=O)CCC(=O)O | -1% | -1% | 7% | 5% | 6% | -5% | 1% | -1%
CC[C@H](C)[C@H](NC(=O)[C@H](CC(=O)O)NC(=O)[C@H](CC(C)C)NC(=O)[C@H](Cc1cnc[nH]1)NC(=O)[C@H](C)NC(=O)[C@H](Cc1ccccc1)NC(=O)[C@H](Cc1ccc(O)cc1)NC(=O)[C@@H](NC(=O)[C@H](C)NC(=O)[C@H](CCC(=O)O)NC(=O)[C@H](CCCCN)NC(=O)[C@H](CC(=O)O)NC(=O)[C@H](CCSC)NC(=O)[C@H](CC(C)C)NC(C)=O)C(C)C)C(=O)N[C@H](C(=O)N[C@@H](Cc1c[nH]c2ccccc12)C(=O)O)[C@@H](C)CC | -13% | -2% | nt | 8% | nt | -19% | nt | nt

Next structures follow.
Molecule | aGlu spleen mod | TR SRC2 fluor cs | GAA glycogen | TRb-SRC2 inh | RGS12 GoLoco inh | RECQ1 helicase | L3MBTL1 block | GAA inhib
Cc1ccc(C(=O)Nc2ccc(S(=O)(=O)O)c3cc(S(=O)(=O)O)cc(S(=O)(=O)O)c23)cc1NC(=O)c1cccc(NC(=O)Nc2cccc(C(=O)Nc3cc(C(=O)Nc4ccc(S(=O)(=O)O)c5cc(S(=O)(=O)O)cc(S(=O)(=O)O)c45)ccc3C)c2)c1 | 3%&8%&1%&-1% | -6%&-5%&-1%&-3% | nt | 18%&21%&-2%&7% | 117%&65%&24%&17%[activator] | 20µM* | nt | nt
CCOC(=O)C1CCN(C(=O)COC(=O)c2cccc(F)c2)CC1 | 7% | -1% | -7% | -8% | 6% | -1% | -11% | -6%
Nc1nnc(-c2cccnc2)s1 | -2%&11% | 2%&-2% | 2%&7% | 8%&-3% | -6%&11% | 3%&1% | 1% | 6%&4%
CC(=O)[C@H]1CC[C@H]2[C@@H]3C=CC4=CC(=O)CC[C@@]4(C)[C@H]3CC[C@]12C | 3%[29.1 µM] | 2%[53 µM] | nt | 10%[53 µM] | 1%[21.6 µM] | -2%[25.9 µM] | nt | nt
O=C(CNC(=O)c1cccs1)OCC(=O)c1ccccc1 | 2% | -3% | 3% | -3% | 8% | i | nt | -1%
Cc1nn(C)c(C)c1CNC(=O)c1nn2c(c1Cl)NC(c1cccs1)CC2C(F)(F)F (centres undefined) | -1% | 0% | -9% | -17% | 9% | -2% | 9% | 3%
C(=N\Nc1nc(Nc2ccccc2)nc(Nc2ccccc2)n1)/c1cccnc1 | -4% | -6% | -6% | -2% | 31% | -11% | -3% | -6%
COc1ccc(C2=NN(c3ccccc3)C(c3cn(CCC(=O)O)nc3-c3ccccc3)C2)cc1 (centres undefined) | 27% | -1% | -20% | -1% | 12% | -14% | 15% | ?

The last two entries of the part above come first, to join the parts:
Molecule | aGlu spleen mod | TR SRC2 fluor cs | GAA glycogen | TRb-SRC2 inh | RGS12 GoLoco inh | RECQ1 helicase | L3MBTL1 block | GAA inhib
C(=N\Nc1nc(Nc2ccccc2)nc(Nc2ccccc2)n1)/c1cccnc1 | -4% | -6% | -6% | -2% | 31% | -11% | -3% | -6%
COc1ccc(C2=NN(c3ccccc3)C(c3cn(CCC(=O)O)nc3-c3ccccc3)C2)cc1 (centres undefined) | 27% | -1% | -20% | -1% | 12% | -14% | 15% | ?
CC(NCc1cccs1)C(=O)NC1CCCCC1 (centres undefined) | nt | -1% | 5% | 3% | 4% | -5% | -5% | -7%
COc1cccc(N(C(=O)c2nc3nccc(C)n3n2)c2nc3ccccc3s2)c1 | 5% | 2% | -2% | 0% | 9% | -6% | 1% | 0%
CCCCn1c(=O)c(Cc2ccccc2)c(O)c2ccccc21 | 0% | -7% | 4% | -5% | 7% | -10% | -11% | -3%
Cn1ncc([N+](=O)[O-])c1C(=O)NCc1ccccc1 | -3% | -1% | 1% | -4% | 4% | -16% | 2% | ?
CCOc1ccc(OCC)c(NC(=O)Nc2ccc3c(c2)N(C)C(=O)CS3)c1 | -1% | -2% | -3% | 14% | 19% | -16% | -26% | ?
CC(=O)Nc1ccc(NC(=O)c2ccc([N+](=O)[O-])cc2Cl)cc1 | 4% | -2% | -3% | -1% | -1% | i | 11% | 1%
CCn1c(SCC(=O)c2cc(OC)ccc2OC)nnc1C(C)C | -8% | 2% | -5% | 9% | -23% | -2% | 4% | 0%
